HePTP inhibitor – inhibitors of human HePTP phosphatase, primary screen, biochemical, absorbance, leukemia target; Tyrosine-protein phosphatase non-receptor type 7 (Homo sapiens), P35236; recombinant HePTP phosphatase activity, OD absorbance; inhibition, % at 20 µM; hit rate 0.64% among 110,000; AID 521, 2006; in the data active means inhibition above about 50%;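 further: plate controls were vehicle for no effect and reference inhibitor for full effect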
Target sequence (P35236 whole entry, looked up): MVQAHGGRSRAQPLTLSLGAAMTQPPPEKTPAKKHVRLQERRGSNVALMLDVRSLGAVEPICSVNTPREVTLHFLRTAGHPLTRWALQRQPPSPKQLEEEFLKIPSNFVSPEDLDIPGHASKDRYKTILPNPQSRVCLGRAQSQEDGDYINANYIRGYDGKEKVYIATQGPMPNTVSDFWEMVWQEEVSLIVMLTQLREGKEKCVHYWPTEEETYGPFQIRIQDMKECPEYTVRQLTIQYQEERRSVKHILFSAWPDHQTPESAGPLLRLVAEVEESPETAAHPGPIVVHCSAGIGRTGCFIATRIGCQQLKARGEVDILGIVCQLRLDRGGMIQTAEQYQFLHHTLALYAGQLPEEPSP
BAP1 block – inhibitors of BAP1 deubiquitinase, primary screen, biochemical, Ub-AMC fluorescence, kinetic | Ubiquitin carboxyl-terminal hydrolase BAP1 (Homo sapiens), Q92560 | recombinant BAP1, Ub-AMC hydrolysis fluorescence kinetic; active compounds read low | activity remaining (% of control), % at 20 µM | hit rate 0.48% among 72,000 | AID 436, 2006;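 active means activity remaining at or below 50% of control, provided the compound also passes the data quality filters; inactive means the rest, including low values that fail the filters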;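 further: 100% = DMSO wells rate and 0% = substrate alone blank rate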
Starred values were filed as active, the others as inactive; . = no result given; & = joins results of further samples; ! = a repeat was not active.

SMILES	HePTP inhibitor	BAP1 block
Cc1ccc(/C=C2\C=C(c3ccc(Cl)cc3)OC2=O)cc1[N+](=O)[O-]	-5	.
O=C(CCN1C(=O)c2ccccc2C1=O)N1CCN(Cc2ccc(Cl)cc2Cl)CC1	1	86
O=C(NCCCn1ccnc1)c1cn(-c2ccccc2)nc1-c1ccc(F)cc1	2	119
CC1=C2C(=O)OC(c3ccoc3)C2(C)CCC1 (stereo not drawn)	6	102
O=C(O)c1cc(NC(=O)c2ccccc2)cc(C(=O)O)c1	-10	.
COC(=O)c1ccc(N2C(=O)CC(SC(=NCCc3ccccc3)Nc3ccccc3)C2=O)cc1 (stereo not drawn)	1	.
CC(=O)Nc1nc(-c2cccs2)cs1	5	73
O=C(COc1ccc(Cl)cc1Cl)Nc1ccc(F)c(Cl)c1	1	.
Cn1c(=O)oc2cc(S(=O)(=O)N3CCCC(C(=O)NCC4COc5ccccc5O4)C3)ccc21 (stereo not drawn)	11	86
O=C(NCCc1ccc(Cl)cc1)C1CCN(C(=O)c2sccc2-n2cccc2)CC1	2	87
O=C(Cn1nc(Cc2cccnc2)c2ccccc2c1=O)Nc1ccc2c(c1)OCO2	17	93
Cc1ccccc1-n1c(=O)cc(N2CCCCCC2)[nH]c1=O	-3	101
COC(=O)c1cn(C)c2ccc(S(=O)(=O)N3CC(C)CC(C)C3)cc2c1=O (stereo not drawn)	7	101
O=C(NCc1ccccc1)c1ccc(CN2CCN(c3ccccc3)CC2)cc1	5	.
CC12CN(C(=O)c3ccco3)CC(c3ccccc3)(CN(C(=O)c3ccco3)C1)C2=O	11	115
Cc1ccc(C(=O)O/N=C(\N)c2ccccc2)cc1	8	.
CC1(c2ccccc2)NC(=O)N(CC(=O)N2CCOCC2)C1=O (stereo not drawn)	12	98
CC(C)(C)c1ccc(C(=O)N2N=C(c3ccc([N+](=O)[O-])cc3)CC2(O)C(F)(F)F)cc1 (stereo not drawn)	7	.
Cc1noc(COc2ccccc2OCC(N)=O)c1Cl	5	80
CCOC(=O)c1cc2occc2n1CCCN1C(=O)c2ccccc2C1=O	-2	102
CCOC(=O)C1=C(C)NC(=O)NC1c1ccccc1OC(C)C (stereo not drawn)	.	135
COc1cccc(C2NC(=S)NC(C)=C2C(=O)Nc2ccc(Br)cc2)c1OC (stereo not drawn)	9	.
CC1Cc2ccccc2N1C(=O)CN1C(=O)CN(C)C(=O)c2ccccc21 (stereo not drawn)	-4	89
Cn1c(Cl)cnc1C(O)c1ccccc1 (stereo not drawn)	1	98
O=C(c1ccc(C(=O)N2CCOCC2)nc1)N1CCOCC1	-2	132

(list continues)
SMILES	HePTP inhibitor	BAP1 block
Cc1cc(C)c2nc3s/c(=C\c4cc5c(cc4[N+](=O)[O-])OCO5)c(=O)n3c2c1	8	.
CCOC(=O)N1CCN(S(=O)(=O)c2ccc(C(=O)Nc3ccc(F)cc3F)cc2)CC1	2	100
COCCn1c(C)cc(C(=O)COC(=O)c2ccc3ncsc3c2)c1C	2	116
CCC(=O)Nc1ccc(NC(=O)c2ccco2)c(OC)c1	-6	113
CC(C)(C)n1ncc2c(=O)n(CC(=O)OCc3ccccc3)cnc21	.	98
CCCCCCCN1C(=O)/C(=C2\SC(=S)NC2=O)c2ccccc21	4	.
CCOC(=O)N1CCN(C(=O)NC23CC4CC(CC(C4)C2)C3)CC1	9&7	113
S=C(NCC1CCCO1)Nc1ccccc1 (stereo not drawn)	7	.
O=C(OCCN(C1=NS(=O)(=O)c2ccccc21)c1ccc(Cl)cc1)c1ccco1	11	93
O=C1Nc2ccc(Br)cc2C1=Cc1nc2ccccc2c(=O)n1-c1ccc([N+](=O)[O-])cc1	-13	.
O=C(CCN1C(=O)c2ccccc2C1=O)N1CCN(c2ccccn2)CC1	-5	76
CC(/C=C/c1ccco1)=N\Nc1nnc2c(n1)[nH]c1ccccc12	1	.
COCCCn1c(-c2ccccc2Cl)n[nH]c1=S	-4	88
O=C(c1cc2nc(-c3cccs3)cc(C(F)(F)F)n2n1)N1CCc2ccccc2C1	-11	.
COc1ccc(Cl)cc1C(=O)NCCC1=CCCCC1	-13	.
O=C1c2ccccc2-c2nc3cc(Br)cnc3nc21	15	.
CCCCCn1c(CN2CCN(Cc3ccccc3)CC2)nc2c1c(=O)[nH]c(=O)n2C	4	94
O=C(COc1ccc(Cl)cc1Cl)Oc1ccccc1	-13	.
CCOc1cccc(C(=O)Nc2sc(CC)cc2C(=O)OC)c1	0	.
O=C(c1ccco1)N1CCCC(c2nc(-c3ccc(S(=O)(=O)NCc4ccccc4)cc3)no2)C1 (stereo not drawn)	6	.
CCN(CC)c1ccc(C(=O)N2CCN(c3ccc(F)cc3)CC2)cc1	7	.
Cc1nc(NC2=NCN(Cc3cccnc3)CN2)nc2ccccc12	4	99
CC1=C(C(=O)OCCCc2ccccc2)C(c2ccccc2F)CC(=O)N1 (stereo not drawn)	-6	.
COc1ccc(OC)c(C2CC(=O)N3CN(c4ccc(C)c(Cl)c4)CSC3=C2C#N)c1 (stereo not drawn)	3	63
C=CCn1c(SCC(=O)NCCCO)nc2sc3c(c2c1=O)CCCC3	5	.

Further compounds follow:
SMILES	HePTP inhibitor	BAP1 block
O=C(c1cnc2n(c1=O)CCS2)N1CCN(c2ccc(Cl)c(Cl)c2)CC1	5	94
N#Cc1ccc(-c2ccco2)nc1SCc1ccccc1	8	120
COC(=O)C(C)NS(=O)(=O)c1ccc(NC(C)=O)cc1 (stereo not drawn)	-12	96
Cc1nc(NC(=O)c2ccccc2)sc1-c1csc(N)n1	5	94
O=C(COc1ccccc1)Nc1nc2ccccc2[nH]1	-3	80
Cc1nc2c3c4c(sc3n3c(SCC(=O)NCc5ccco5)nnc3n2n1)COC(C)(C)C4	7	.
CCSCCOC(=O)C1=C(C)N(C)C(=O)NC1c1ccc(OC)cc1 (stereo not drawn)	-11	.
CC(C)(C)OC(=O)N1N=C(c2ccc(Cl)cc2)CC1(O)C(F)(F)F (stereo not drawn)	2	.
O=C(Nc1cccc(-c2nc3ccccc3o2)c1)c1cccc(I)c1	.	64
Cc1nc(-c2cc3cc(Cl)ccc3oc2=O)cc2c1c(=O)oc1ccc(Cl)cc12	.	156
COc1cc2c(cc1NC(=O)c1ccccc1F)oc1ccccc12	.	634
CC(=O)c1cccc(NC(=O)c2ccc(NS(=O)(=O)c3c(C)noc3C)cc2)c1	3	93
CCOC(=O)C1=C(C)NC(=O)NC1c1ccc(OC(=O)c2ccco2)c(OC)c1 (stereo not drawn)	3	93
CC(C)(C)C1CCC(=O)C(C2(O)C(=O)Nc3ccccc32)C1 (stereo not drawn)	7	85
COC(=O)c1coc(-c2ccc(C)cc2)c1C(=O)OC	-5&3	86
COc1ccc(/C=C/C(=O)NC(=S)Nc2ccccc2)cc1OC	9	.
COc1ccc(NS(=O)(=O)c2cc(-c3nnnn3C)ccc2OC)cc1	-9&1	.
NC(=O)C1(c2ccccc2)CCCN1C(=O)c1ccccc1Br (stereo not drawn)	2	.
O=C(c1ccncc1)N(Cc1ccco1)Cc1cc2ccccc2[nH]c1=O	-4	96
O=C(/C=C/c1ccccc1)Nc1ccc(S(=O)(=O)Nc2ccc(F)cc2)cc1	8	.
CCN1C(=O)C(O)(CC(=O)c2cc(C)ccc2C)c2ccccc21 (stereo not drawn)	10	88
CCc1ccc(OCC(=O)Nc2ccc(I)cc2Cl)cc1	-7	.
Cc1cccc(C(C)C)c1NC(=O)c1ccco1	.	233
Cc1ccc(NC(=O)Cn2cccc2)cc1C	5	73
CCN(CC)c1ccc(N2C(=O)/C(=C/C=C/c3ccccc3)SC2=S)cc1	2	.

Going on with the list.
SMILES	HePTP inhibitor	BAP1 block
COc1cc2c(cc1OC)CN(c1ccc(C(=O)O)cc1)C(=O)C2	-1	.
O=C(O)/C=C/C(=O)Nc1ccc(NC(=O)c2ccccc2)c(Cl)c1	6	.
O=C(CSc1nnc2ccccn12)NC(=O)NC1CCCCC1	11	92
O=C(NCCc1ccccc1)C1CCN(c2nc3ccccc3o2)CC1	9	106
CCC(Sc1nc(C)cc(=O)[nH]1)C(=O)Nc1ccc(Cl)cn1 (stereo not drawn)	7	94
O=C(CN1CCOCCOCCN(CC(=O)Nc2ccccc2)CCOCC1)Nc1ccccc1	10	100
O=C(Nc1ccc2c(c1)OCO2)c1ccc(CN2CCOCC2)cc1	11	86
C=CCn1c2ccccc2c2nnc(SCCCn3c(=O)[nH]c4ccccc43)nc21	11	.
COc1ccc(OC)c(N(CC(=O)N2CCOCC2)S(C)(=O)=O)c1	9	.
CC(C)(C)n1ncc2c(=O)n(CC(=O)NCc3ccccc3)cnc21	15	89
CCCCOc1ccc(C(=O)NCc2ccccn2)cc1	5	91
CC(=O)OC1CC2(C)C(=O)CCC2C2CCc3cc(O)ccc3C12 (stereo not drawn)	11	125&144
Cc1cc(C(=O)COC(=O)c2ccc3c(c2)OCCO3)ccc1Br	-18	.
O=c1c2c3nc4ccccc4nc3n(-c3cccc(F)c3)c2ncn1Cc1ccc2c(c1)OCO2	11	117
COC(=O)C1=C(C)N(C)C(C)=C(C(=O)OC)C1c1ccsc1	105*!	94
CCN(CC)CCCNC(=O)c1cn(CCOC)c(=O)c2c1c1ccccc1n2C	-5	.
COc1ccc(NC(=O)c2ccc(CN3CCN(c4ccccc4)CC3)cc2)cc1OC	-7&-23	87
COc1ccc(OC)c(C2CC(=O)N3CN(c4ccccc4)CSC3=C2C#N)c1 (stereo not drawn)	4	77
COc1cc2c(cc1NC(=O)c1ccc(OC)c([N+](=O)[O-])c1)oc1ccccc12	50	.
COc1ccc(C2CC(=O)C3=C(C2)Nc2ccccc2NC3c2cccc(O)c2)cc1 (stereo not drawn)	3	.
COc1ccc(OC)c(/C=N\NC(=O)CNc2ccc(C)cc2)c1	-21	.
N#C/C(=C\c1ccc(O)c(O)c1)C(=O)NCc1ccccc1	.	91
O=C(Nc1nccs1)c1cccc(NC(=O)C2CC2)c1	4	97

Random excerpt: three compounds from above
SMILES	HePTP inhibitor	BAP1 block
CCN(CC)c1ccc(C(=O)N2CCN(c3ccc(F)cc3)CC2)cc1	7	.
CCOC(=O)C1=C(C)NC(=O)NC1c1ccccc1OC(C)C (stereo not drawn)	.	135
CCN(CC)CCCNC(=O)c1cn(CCOC)c(=O)c2c1c1ccccc1n2C	-5	.

Of the compounds above, these have a furan ring, fused or not:
SMILES	HePTP inhibitor	BAP1 block
CC1=C2C(=O)OC(c3ccoc3)C2(C)CCC1 (stereo not drawn)	6	102
CC12CN(C(=O)c3ccco3)CC(c3ccccc3)(CN(C(=O)c3ccco3)C1)C2=O	11	115
CCOC(=O)c1cc2occc2n1CCCN1C(=O)c2ccccc2C1=O	-2	102
CCC(=O)Nc1ccc(NC(=O)c2ccco2)c(OC)c1	-6	113
O=C(OCCN(C1=NS(=O)(=O)c2ccccc21)c1ccc(Cl)cc1)c1ccco1	11	93
CC(/C=C/c1ccco1)=N\Nc1nnc2c(n1)[nH]c1ccccc12	1	.
O=C(c1ccco1)N1CCCC(c2nc(-c3ccc(S(=O)(=O)NCc4ccccc4)cc3)no2)C1 (stereo not drawn)	6	.
N#Cc1ccc(-c2ccco2)nc1SCc1ccccc1	8	120
Cc1nc2c3c4c(sc3n3c(SCC(=O)NCc5ccco5)nnc3n2n1)COC(C)(C)C4	7	.
COc1cc2c(cc1NC(=O)c1ccccc1F)oc1ccccc12	.	634
CCOC(=O)C1=C(C)NC(=O)NC1c1ccc(OC(=O)c2ccco2)c(OC)c1 (stereo not drawn)	3	93
COC(=O)c1coc(-c2ccc(C)cc2)c1C(=O)OC	-5&3	86
O=C(c1ccncc1)N(Cc1ccco1)Cc1cc2ccccc2[nH]c1=O	-4	96
Cc1cccc(C(C)C)c1NC(=O)c1ccco1	.	233
COc1cc2c(cc1NC(=O)c1ccc(OC)c([N+](=O)[O-])c1)oc1ccccc12	50	.

Screens from PubChem BioAssay.

The order is random; overall some 0.83% were active at least once.
